Compound activity as filed in PubChem BioAssay.
RXFP1 agonist: RXFP1 (human) receptor agonism; HEK293T-RXFP1 cAMP TR-FRET, 30 min; response scale: percent of porcine relaxin response, buffer zero; Potency, µM (top dose mostly 57.5 µM), for inactives: at the highest dose activation, actives largely listed as activators; 370,000 compounds, 0.3% hits; also: % is scaled to controls: 0 for no effect and ±100 for the full control effect; nearly all actives have a fitted effect of over 60% in size; many of its hits are not listed in these tables
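HEK293 cells stably expressing RXFP1, treated 30 min at 37C with compounds plus PDE4 inhibitor Ro 20174; cAMP measured by HTRF TR-FRET. Normalized to buffer and 29 nM porcine relaxin; EC50 by Hill fit.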
ALOX12 inh: inhibitors of human 12S-lipoxygenase ALOX12. Potency, µM (doses to about 108 µM), inactives show top-dose activity change, negative = inhibition, hits mostly inhibitors. AID 1671190. purified 12hLO, xylenol orange hydroperoxide absorbance. 580,000 compounds, 1.1% hits; also: % is scaled to controls: 0 for no effect and ±100 for the full control effect
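Purified human 12hLO at 150 nM in 25 mM Hepes, 0.01% Triton X-100, pH 7.0, preincubated 15 min at room temperature with compound. Reaction started with 40 uM arachidonic acid, 30 min at room temperature. Hydroperoxide measured by Fe-xylenol orange, 573/405 nm absorbance ratio.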
mIDH1 inhibitor: inhibitors of human mutant IDH1 R132H; O75874; IDH1-R132H enzyme, NADPH consumption, diaphorase/resazurin fluorescence; Potency, µM (titrated, usually from 76.6 µM), without a hit: at the top dose activity change, negative = inhibition, most hits filed as inhibitors; 390,000 compounds, 0.093% hits; AID 602179; also: % is scaled to controls: 0 for no effect and ±100 for the full control effect; nearly all actives have a fitted effect of over 65% in size
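IDH1-R132H (0.5 ug/mL) preincubated 30 min with compound, then NADPH (0.016 mM) and alpha-KG (2 mM) added; 80 min at RT, pH 7.5. Remaining NADPH coupled via diaphorase/resazurin to fluorescence (540/590 nm); concentration-response curves normalized to no-enzyme control.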
rTrxR1 inhibitor: inhibitors of rat thioredoxin reductase 1. O89049. recombinant rTrxR1, NADPH fluorescence consumption, selenite substrate. Potency, µM (top dose mostly 114 µM), for the others: at the top dose activity change, negative = inhibition, most hits filed as inhibitors. 390,000 compounds, 1% hits. AID 588453; also: % is scaled to controls: 0 for no effect and ±100 for the full control effect; nearly all actives have a fitted effect of over 65% in size
Target sequence (O89049 whole entry, looked up): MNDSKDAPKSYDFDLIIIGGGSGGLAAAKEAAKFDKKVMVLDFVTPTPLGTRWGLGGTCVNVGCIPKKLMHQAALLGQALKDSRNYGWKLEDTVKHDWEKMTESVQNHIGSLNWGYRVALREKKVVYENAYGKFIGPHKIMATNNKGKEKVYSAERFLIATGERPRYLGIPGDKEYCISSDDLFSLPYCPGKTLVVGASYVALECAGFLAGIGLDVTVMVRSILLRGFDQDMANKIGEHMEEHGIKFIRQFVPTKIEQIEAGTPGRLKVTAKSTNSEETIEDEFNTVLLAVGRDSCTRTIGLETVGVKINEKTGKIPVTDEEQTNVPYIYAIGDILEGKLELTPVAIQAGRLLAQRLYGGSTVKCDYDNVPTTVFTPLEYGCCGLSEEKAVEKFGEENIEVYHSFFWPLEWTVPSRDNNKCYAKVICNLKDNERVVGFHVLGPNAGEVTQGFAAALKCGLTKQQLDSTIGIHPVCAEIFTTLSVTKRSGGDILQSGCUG
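Rat TrxR1 (90 nM in the dispensed reagent) was pre-reduced with 400 uM NADPH for 5 min at room temperature, then incubated with compound for 15 min. After 400 uM selenite was added, NADPH fluorescence (Ex 340/Em 450 nm) was followed for 8 min.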
Vif-A3F inh: inhibitors of Vif-A3F interaction. Potency, µM (series often up to 46.1 µM), inactives show at the highest dose activity, negative = active. HeLa A3F-eYFP + Vif (tagged APOBEC3F with the HIV-1 protein that degrades it), YFP fluorescence increase. 390,000 compounds, 0.2% hits; also: % of control where 0% means no effect; nearly all actives have a fitted effect of over 65% in size
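HeLa cells stably expressing Vif plus C-terminally eYFP-tagged A3F were seeded, incubated overnight at 37 deg C, dosed with compound, incubated overnight again at 37 deg C. Yellow fluorescence (Ex 488/Em 500-530) reported blocked Vif-mediated A3F-eYFP degradation.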
RGS4 inh: inhibitors of human regulator of G protein signaling 4; P49798; Transcreener GDP fluorescence polarization, RGS4-accelerated GTP hydrolysis; Potency, µM (doses to about 114 µM), inactives show at the top dose activity change, negative = inhibition, usual class: inhibitors; 390,000 compounds, 0.039% hits; also: % is scaled to controls: 0 for no effect and ±100 for the full control effect; nearly all actives have a fitted effect of over 75% in size; some results filed as inactive show a strong effect at the top dose
Target sequence (P49798 whole entry, looked up): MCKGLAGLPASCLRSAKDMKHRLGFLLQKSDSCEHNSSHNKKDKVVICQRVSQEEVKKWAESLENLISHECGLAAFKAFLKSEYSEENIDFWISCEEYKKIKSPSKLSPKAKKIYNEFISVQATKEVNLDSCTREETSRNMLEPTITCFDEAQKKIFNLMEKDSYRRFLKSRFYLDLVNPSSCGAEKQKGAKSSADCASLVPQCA
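MLSMR compounds (23 nl, pin-transferred) preincubated 10 min at room temperature with a 500nM (2x) first reagent, then RGS4 at 900nM (2x) plus Transcreener GDP mix added; fluorescence polarization (620/688 nm) read before and after 90 min at 30 °C.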
TrxR1 substrate: is turned over as a substrate by rat TrxR1; purified TrxR1 substrate turnover, NADPH consumption readout; Potency, µM (series often up to 114 µM), inactives show at the top dose activity change, negative = substrate turnover; 390,000 compounds, 0.01% hits; also: % is scaled to controls: 0 for no effect and ±100 for the full control effect; nearly all actives have a fitted effect of over 50% in size
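Rat TrxR1, dispensed at 90 nM, was prereduced with 400 uM NADPH (final) for 5 min at ~22 deg C, then incubated with compound 15 min before 400 uM selenite. A first-read NADPH fluorescence drop versus no-compound background flagged substrates.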
Vif-A3G inh: blocks the Vif interaction with human APOBEC3G; Potency, µM (top dose mostly 46.1 µM), for the others: at the top dose activity, negative = active, most hits filed as inhibitors; AID 602310; 410,000 compounds, 0.076% hits; Q9HC16; HeLa A3G-eYFP + Vif (tagged APOBEC3G with the HIV-1 protein that degrades it), YFP fluorescence, overnight;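 also: % is scaled to controls: 0 for no effect and ±100 for the full control effect; nearly all actives have a fitted effect of over 60% in size; hits raise eYFP signal because A3G escapes Vif-driven loss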
Target sequence (Q9HC16 whole entry, looked up): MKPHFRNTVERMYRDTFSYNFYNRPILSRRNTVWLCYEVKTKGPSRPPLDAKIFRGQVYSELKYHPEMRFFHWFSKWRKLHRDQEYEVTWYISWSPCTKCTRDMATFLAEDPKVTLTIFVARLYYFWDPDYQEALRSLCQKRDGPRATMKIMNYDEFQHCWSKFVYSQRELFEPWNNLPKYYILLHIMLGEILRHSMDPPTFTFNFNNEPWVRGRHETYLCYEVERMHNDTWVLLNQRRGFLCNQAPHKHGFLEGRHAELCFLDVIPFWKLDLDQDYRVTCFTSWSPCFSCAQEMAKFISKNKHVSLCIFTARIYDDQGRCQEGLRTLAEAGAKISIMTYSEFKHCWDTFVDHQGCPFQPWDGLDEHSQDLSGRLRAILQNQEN
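Read-out is eYFP fluorescence (Ex 488/Em 500-530) from Vif-expressing HeLa A3G-eYFP cells; more signal means A3G escaped Vif-mediated degradation. Cells plated overnight, compound pinned in, incubated overnight at 37 deg C.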
USP1-UAF1 inh: USP1/UAF1 (human) deubiquitinase inhibition; O94782; recombinant USP1/UAF1, Ub-Rhodamine cleavage fluorescence; Potency, µM (series often up to 57.1 µM), without a hit: at the highest dose activity change, negative = inhibition, most hits filed as inhibitors; 390,000 compounds, 0.23% hits; also: % is scaled to controls: 0 for no effect and ±100 for the full control effect; nearly all actives have a fitted effect of over 60% in size; inactives centre near -12
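USP1/UAF1 complex at 1 nM was preincubated with compound for 15 min at room temperature, then Ub-Rho substrate (150nM final) was added. Fluorescence (480/540 nm) was read kinetically, 6 reads every 60 seconds.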
* marks the source's active call; other numbers are inactive results; ? = inconclusive; . = no result given; & = joins results of further samples; [ ] = dose if it differs, or a comment. Calls follow the shape of the dose curve; as a rule, active = well fitted curve in the direction sought with a large enough effect; inconclusive = small, poorly fitted or top-dose-only effect, or another doubt; inactive = no such curve, though single readings can be large; an effect the other way counts as inactive or inconclusive. Potency is read from the fitted curve at half-maximal effect. Not all compounds are listed (hit frequency here may not be typical).

SMILES | RXFP1 agonist | ALOX12 inh | mIDH1 inhibitor | rTrxR1 inhibitor | Vif-A3F inh | RGS4 inh | TrxR1 substrate | Vif-A3G inh | USP1-UAF1 inh
CCCNC1=C(N(C(C)=O)c2cccc(F)c2)C(=O)c2ccccc2C1=O | 0.1% | 7% | 10% | 4% | -2% | -20% | -8% | -15% | ?
O=C(COc1ccc2ccc(=O)oc2c1)Nc1ccc(CN2CCOCC2)cc1 | -0.7% | -28% | 0% | -6% | 1% | -26% | 8% | -1% | -29%
O=S(=O)(NCc1ccc(F)cc1)c1ccc2[nH]c3c(c2c1)CCCCC3 | -1.6% | ? | -10% | 1% | -6% | -9% | -1% | 5% | -12%
O=C1c2ccccc2NC(c2cc(Cl)cc(Cl)c2O)N1Cc1cccnc1 (stereo not drawn) | 0.7% | -1% | -7% | 12% | 0% | -10%[56.9 µM] | 26% | -8% | -23%
COc1cccc(CNC(=O)CCC2CCCN(C(=O)c3cccnc3SC)C2)c1 (stereo not drawn) | 0.1% | 18% | -1% | 10% | -6% | -24% | 3% | 4% | -10%
COc1ccc2nc(N3CCCC3)[nH]c2c1 | -0.2% | -30% | 8% | 7% | -2% | -20% | 10% | 1% | -18%
COc1ccc2nc(C)cc(NCCN3CCOCC3)c2c1 | 2.4% | -5% | -4% | -6% | 4% | 6% | -3% | 5% | -22%
COc1ccc(OC)c(NC(=O)c2cc3cc4ccc(C)cc4nc3s2)c1 | 5.1% | -5% | -7% | 18% | -15% | 1% | 19% | -2% | -25%
Clc1ccc(N2CCN(c3cnc4ccccc4n3)CC2)cc1 | 9.2% | -14% | 12% | 11%[0.457 µM] | -2% | -27% | -23%[57.1 µM] | 3% | ?
O=C(CCn1nnc2ccccc21)N1CCN(c2ccccc2)CC1 | -0.3% | -23% | 4% | -23% | 2% | 2% | -5% | -3% | -8%
CCCCc1ccc(NC(=O)c2c(C)noc2C)cc1 | -1.1% | -6% | 3% | 2% | -2% | 16% | -5% | -5% | -12%
O=C(c1ccccc1)c1nc[nH]c1C(=O)Nc1ccccn1 | -0.7% | ? | 3% | -7% | 4% | 3% | -5% | -4% | -20%
CCCC(=O)Nc1ccc(Cl)c(NC(=O)c2cccc(OC)c2)c1 | 2.4% | -6% | 14% | 13%[57.1 µM] | -6% | -20% | -4%[57.1 µM] | 2% | -16%
CCN(Cc1ccccc1)C(=O)CN1C(=S)NC(C)(C)CC1C (stereo not drawn) | 0.2% | -21% | 4% | -22% | ? | 12% | -10% | 0% | -14%
COC(=O)Cn1c(C)c(C#N)c2ccccc21 | 1.7% | ? | -3% | 1% | 1% | -12% | -1% | 1% | -20%
COc1ccc(/C=N/Nc2nc3ccccc3s2)cc1O | 1.5% | -7% | 0% | 26%[57.1 µM] | 14% | 15% | -9% | 0% | -3%
CCOC(=O)N1CCN(c2cc(=O)n(Cc3ccc(F)cc3)c(=O)[nH]2)CC1 | 0.3% | -15% | 10% | ? | -1% | -15% | 12% | 1% | -7%
C/C=C\C=C/C(=O)Nc1cccc(C2=NOC3(C2)C[C@@H](C(N)=O)N(C(=O)CCCCC)C3)c1 (stereo partly drawn) | 5.5% | -21% | -3% | 14µM* | 1% | ? | 4% | 12% | ?
COC(=O)CCCC(=O)NC(C)c1cnn(-c2ccccc2C)c1C (stereo not drawn) | 0.8% | -1% | -2% | 4%[57.1 µM] | -8% | 16% | -1%[57.1 µM] | 2% | -15%
CC(C)(C)OC(=O)[C@H](CCCCN)NC(=O)c1nc[nH]c1C(=O)NCCCCCN | 3.8% | 5% | -21% | 12% | 0% | -13% | 3% | 4% | -16%
C=CCc1c(C)nc2nc(SCC(=O)Nc3ccc(C)c(C)c3)nn2c1C | 3.7% | -6% | 0% | 2%[57.1 µM] | 2% | -36% | 6%[57.1 µM] | 0% | -9%
Cc1cc(C(=O)N/N=C/c2ccc(OC(=O)c3ccccc3Br)cc2)n[nH]1 | 2.1% | 7% | 15% | 5%[57.1 µM] | 7% | -5% | -10% | -7% | 1%
O=C(O)c1ccc(-c2nnc(-c3ccc([N+](=O)[O-])cc3)o2)cc1 | 1.7% | 19% | 15% | 10% | 0% | -11% | 6% | 1% | -11%
COc1cc(C(=O)OCC(=O)NC2CCS(=O)(=O)C2)c([N+](=O)[O-])cc1OC (stereo not drawn) | 0.3% | -8% | 1% | 4%[57.1 µM] | 5% | 5% | -3%[57.1 µM] | 1% | -11%
CC(=O)Oc1cccc(Nc2ncnc3ccccc23)c1 | 3.8% | 8% | 0% | 5% | 1% | 4% | -3% | -10% | -7%

Brought forward from above: 2 entries, then new ones.
SMILES | RXFP1 agonist | ALOX12 inh | mIDH1 inhibitor | rTrxR1 inhibitor | Vif-A3F inh | RGS4 inh | TrxR1 substrate | Vif-A3G inh | USP1-UAF1 inh
COc1cc(C(=O)OCC(=O)NC2CCS(=O)(=O)C2)c([N+](=O)[O-])cc1OC (stereo not drawn) | 0.3% | -8% | 1% | 4%[57.1 µM] | 5% | 5% | -3%[57.1 µM] | 1% | -11%
CC(=O)Oc1cccc(Nc2ncnc3ccccc23)c1 | 3.8% | 8% | 0% | 5% | 1% | 4% | -3% | -10% | -7%
Cc1cc(C)c(C(=O)Cn2cnc3cc([N+](=O)[O-])ccc3c2=O)cc1C | 0.8% | 17% | -7% | 15%[57.1 µM] | 4% | 2% | 4%[57.1 µM] | 1% | -8%
O=C(NCCc1c[nH]c2ccccc12)/C(=C\c1ccco1)NC(=O)c1ccco1 | -2.0% | -2% | -6% | -15% | -4% | 4% | -11% | -4% | 2%
O=S(=O)(NCCc1ccccc1)c1ccc(S(=O)(=O)N2CCCCC2)cc1 | 0.7% | -1% | -3% | 16% | -7% | -6% | 3% | 0% | ?
COc1cc(CNC(=O)C2CCCN2S(=O)(=O)c2ccccc2)cc(OC)c1OC (stereo not drawn) | 2.5% | -3% | 0% | 19% | 0% | 7% | -1% | 0% | -4%
O=C(NCCc1nc2ccccc2n1CCCOc1ccc(Cl)cc1)C1CCCCC1 | -5.4% | ? | -1% | 3% | -10% | 3% | -2% | -11% | -10%
O=C(Nc1nc2ccccc2s1)c1ccccc1[N+](=O)[O-] | 3.0% | 0% | 1% | 17% | 1% | 1% | 1% | -4% | -18%
Cn1c(NC(=O)C2CCCO2)cc(=O)n(C)c1=O (stereo not drawn) | 2.7% | 1% | -1% | 14% | 1% | 12% | 5% | 3% | -18%
CCCCOc1ccc(C(=O)NNC(=O)C2C3C=CC(C3)C2C(=O)O)cc1 (stereo not drawn) | 0.8% | -12% | 0% | 36%[activator] | 1% | -50% | 10% | 1% | -16%
COc1ccc(NS(=O)(=O)c2ccc(C(=O)OC(C)C(=O)N3CCOCC3)cc2)cc1 (stereo not drawn) | -0.6% | 61%[activator] | 1% | 5% | 0% | 19% | -2% | 0% | -4%
COC(=O)C(C)Sc1ccc2nnc(-c3cccc(F)c3)n2n1 (stereo not drawn) | 19% | ? | 0% | -3%&-7% | 3% | -6% | 9%&16% | 4%&-2% | 0%
CCNC(=O)C1=C(O)c2sccc2N(C)S1(=O)=O | 1.1% | -9% | 5% | 13%[57.1 µM] | -7% | -4% | 1%[57.1 µM] | -3% | -15%
COc1cc(OC)cc(-c2c(C#Cc3ccsc3)c3cc(-c4ccc5[nH]ccc5c4)ccc3n2C)c1 | 3.2% | -35% | -12% | 18% | 1% | 8% | 11%[57.1 µM] | 0% | -24%
CCCNC(=O)NC(=O)CSc1ccc2c(c1)OCCO2 | 1.9% | 57%[activator] | -2% | 23% | -15% | 6% | 8% | -8% | 2%
Cc1cccc(C)c1NC(=O)CN1C(=O)NC(C)(CCc2ccccc2)C1=O (stereo not drawn) | -2.3% | -6% | 4% | 16% | -11% | 11% | 4%[57.1 µM] | -5% | -11%
Cc1cc(=O)[nH]c2nnc(SCc3ccc(Cl)c(Cl)c3)n12 | 1.8% | ? | 17% | -6%[57.1 µM] | 8% | -7% | -6%[57.1 µM] | 13% | -15%
COCCNC(=O)c1ccccc1NC(=O)Cc1ccccc1[N+](=O)[O-] | 2.9% | 0% | -1% | 3% | -6% | 19% | -2% | 0% | -6%
Cc1ccccc1OCC(=O)Nc1ccccc1-c1ccccc1 | 1.0% | 1% | -2% | 11% | 0% | -4% | -5% | -1% | -12%
C(=C\c1cc(/C=C/c2ccccc2)ncn1)/c1ccccc1 | 1.7% | -4% | 1% | 8% | . | 0% | 9% | 0% | -4%
Clc1cccc(CN2CCC3CC2c2cc(N4CCCCC4)ccc23)c1 (stereo not drawn) | . | -12% | 9% | 8% | 3% | -21% | -3% | -3% | -26%
Cc1oc2ncn(C)c(=O)c2c1C(=O)NCCCN1CCCC(C)C1 (stereo not drawn) | 15% | -17% | -10% | 2% | 1% | -14% | -4% | -6% | 1%
Cc1cc(/C=N\NC(=O)CC(=O)NC2CCCCC2)c(C)n1-c1cccc(Cl)c1Cl | 8.3% | -1% | 3% | 0% | -5% | -2% | -10% | -9% | -4%
COc1cc(/C=N/NC(N)=O)cc(Br)c1OCc1ccc(C)cc1 | 2.5% | 0% | 6% | 12%[57.1 µM] | 0% | -4% | 11%[57.1 µM] | -1% | -11%
